FBPA Giardia inh: inhibitors of Giardia lamblia fructose-1,6-bisphosphate aldolase | 290,000 tested, 0.71% active | purified Giardia FBPA | A8B2U2 | AID 2451 | Potency, µM (series often up to 59.6 µM), for inactives: at the highest dose activity, negative = inhibition, hits mostly inhibitors; also: potency is read from the fitted curve at half-maximal effect; % is scaled to controls: 0 for no effect and ±100 for the full control effect; nearly all actives have a fitted effect of over 55% in size
Target sequence (A8B2U2 whole entry, looked up): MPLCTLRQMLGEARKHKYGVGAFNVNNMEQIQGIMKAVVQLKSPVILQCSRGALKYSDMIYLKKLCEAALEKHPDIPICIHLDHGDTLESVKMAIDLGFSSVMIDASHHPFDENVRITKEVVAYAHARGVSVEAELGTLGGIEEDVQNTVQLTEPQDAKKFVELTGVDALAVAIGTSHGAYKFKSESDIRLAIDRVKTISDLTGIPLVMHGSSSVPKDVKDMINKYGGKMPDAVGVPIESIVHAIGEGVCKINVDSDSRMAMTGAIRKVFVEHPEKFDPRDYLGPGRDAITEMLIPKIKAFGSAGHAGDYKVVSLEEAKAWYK
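40 nM FBPA preincubated 10 min at RT with compound (up to 57.5 uM final), then substrate plus GAPDH/TPI/NAD/arsenate coupling and diaphorase/resazurin added. Fluorescence read after 20 min at RT, 525/598 nm.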
AmpC no deterg: blocks E. coli AmpC beta-lactamase in detergent-free assay; P00811; AmpC nitrocefin hydrolysis, absorbance 480 nm, 0.0001% Triton; Potency, µM (series often up to 57.1 µM), for inactives: at the highest dose activity change, negative = inhibition, most hits filed as inhibitors; 330,000 tested, 0.52% active;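 also: potency is read from the fitted curve at half-maximal effect; plate controls were no compound for no effect and no enzyme for full effect; nearly all actives have a fitted effect of over 20% in size; some results filed as inactive show a strong effect at the top dose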
Target sequence (P00811 whole entry, looked up): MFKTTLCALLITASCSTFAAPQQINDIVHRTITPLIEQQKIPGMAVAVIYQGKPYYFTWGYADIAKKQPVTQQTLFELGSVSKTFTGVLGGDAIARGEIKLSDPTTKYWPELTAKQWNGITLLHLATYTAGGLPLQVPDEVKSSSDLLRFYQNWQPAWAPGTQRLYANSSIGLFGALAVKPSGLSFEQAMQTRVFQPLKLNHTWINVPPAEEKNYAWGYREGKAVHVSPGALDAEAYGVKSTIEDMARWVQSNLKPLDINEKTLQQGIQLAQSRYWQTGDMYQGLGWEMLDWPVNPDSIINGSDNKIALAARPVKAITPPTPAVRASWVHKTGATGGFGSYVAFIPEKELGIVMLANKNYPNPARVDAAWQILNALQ
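20 mM phosphate pH 7.0 + 0.01% (detergent screen) or 0.0001% Triton X-100; 5.3 nM AmpC reagent; cpd preinc 15 min RT; nitrocefin (800 uM stock) to start; A480 q20 s × 4 min; Activity was normalised to no-enzyme and no-compound control wells.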
AMA1-RON2 inh: inhibitors of Plasmodium falciparum AMA1-RON2 interaction. AlphaScreen AMA1-biotinylated RON2 peptide binding. Potency, µM (titrated, usually from 58.2 µM), inactives show at the highest dose activity change, negative = inhibition, hits mostly inhibitors. 360,000 tested, 0.2% active;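 also: potency is read from the fitted curve at half-maximal effect; 0% = vehicle wells and -100% = peptide control; nearly all actives have a fitted effect of over 45% in size; some results filed as inactive show a strong effect at the top dose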
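AMA1 (3D7) with his tag at 25 nM final met compounds first, then biotinylated RON2 peptide at 25 nM; detection used donor plus acceptor beads, 10 µg/mL apiece, read by AlphaScreen after 30 min at room temperature.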
AmpC detergent: AmpC beta-lactamase inhibition with detergent present. P00811. AmpC hydrolysis of nitrocefin, absorbance 480 nm, 0.01% Triton. Potency, µM (highest dose often 114 µM), for the others: at the highest dose activity change, negative = inhibition, most hits filed as inhibitors. 370,000 tested, 0.041% active;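 also: potency is read from the fitted curve at half-maximal effect; 0% = no-compound wells and -100% = no-enzyme wells; nearly all actives have a fitted effect of over 25% in size; some results filed as inactive show a strong effect at the top dose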
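20 mM phosphate pH 7.0 + 0.01% (detergent screen) or 0.0001% Triton X-100; 5.3 nM AmpC reagent; cpd preinc 15 min RT; nitrocefin (800 uM stock) to start; A480 q20 s × 4 min; Activity was normalised to no-enzyme and no-compound control wells.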
Cycloheximide cs: affects cycloheximide protein synthesis inhibition readout, counter-screen. 300,000 tested, 12% active. cell reporter, cycloheximide protein synthesis inhibition counterscreen. AID 2314. max response, %; in the data active = max response mostly above about 13%, no sharp cut-off; inactive = mostly below about 14%; also: read at 38.3 µM for the half of the compounds with a filed dose; 0% is about no effect
Shiga inhibitor: inhibitors of Shiga toxin in Vero cells. 290,000 tested, 9.2% active. Vero cells, Shiga toxin protein synthesis inhibition reporter. inhibition, % at 38.7 µM; in the data active = inhibition mostly above about 28%, no sharp cut-off; inactive = mostly below about 43%; also: 0% is about no effect
HCMV inh: inhibitors of human cytomegalovirus; HFF cells, HCMV-luciferase reporter, 72 h; stronger effect = lower value; activity change, negative = inhibition, % at 57.5 µM; 410,000 tested, 4.5% active; AID 1259415; in the data active = activity change below about -60%; inconclusive = no clear call, values can overlap the other calls; inactive = above about -39%; also: % is scaled to controls: 0 for no effect and ±100 for the full control effect
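After 16 h attachment at 37C, HFF cells received test compound and HCMV-luciferase (1 PFU/cell); reporter luminescence read 72 h later, data normalized against buffer-only and known inhibitor Salinomycin.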
* marks the source's active call; other numbers are inactive results; ? = inconclusive; . = no result given; [ ] = dose if it differs, or a comment. Unless noted, calls follow the shape of the dose curve; as a rule, active = well fitted curve in the direction sought with a large enough effect; inconclusive = small, poorly fitted or top-dose-only effect, or another doubt; inactive = no such curve, though single readings can be large; an effect the other way counts as inactive or inconclusive.

SMILES	FBPA Giardia inh	AmpC no deterg	AMA1-RON2 inh	AmpC detergent	Cycloheximide cs	Shiga inhibitor	HCMV inh
COc1cc(C(c2c(C)[nH][nH]c2=O)c2c(C)[nH][nH]c2=O)ccc1OS(=O)(=O)c1ccccc1	-15%	-29%	18%	-1%	7	39	-17
COCCN(CCOC)S(=O)(=O)c1ccc(C(=O)Nc2nnc(C3CC3)o2)cc1	-1%	-1%	-11%	-13%	-3	-1	17
OCCCNCc1ccc(Cl)cc1Cl	0%	-10%	-5%	-3%	-3	-11	-3
Cc1ccn2c(c1)nc(=S)n2C(=O)c1ccccc1	-3%	-9%	0%	?	114*	121*	?
COc1cccc(C2/C(=C(/O)c3ccc4c(c3)OCO4)C(=O)C(=O)N2CCN2CCOCC2)c1 (stereo not drawn)	.	28%	4%	-14%	9.6*	10	-62*
COCCCNC(=O)CN1CCN(Cc2ccccc2Cl)C1=O	0%	3%	-5%	?	-2	-13	77
N#Cc1ccccc1NC(=O)CNc1ccc(Cl)c(C(F)(F)F)c1	1%	-18%	25%	2%	-2	-8	67
CCOc1ccc(NC2C=CS(=O)(=O)C2)cc1 (stereo not drawn)	?	-19%	6%	-5%	0	-3	8
CCN(CC(=O)NCc1cccs1)C(=O)/C=C/c1cccc(Br)c1	.	8%	17%	?	.	.	-29
O=C(CCNC(=O)c1ccc([N+](=O)[O-])cc1)Nc1ccc(S(=O)(=O)N2CCOCC2)cc1	.	-18%	2%	-16%	.	.	-11
Cc1c(Nc2scc(-c3ccccc3)[n+]2-c2ccccc2)c(=O)n(-c2ccccc2)n1C	-18%	30%	-24%	-5%	2	6	.
CCOc1ccc(-c2noc(CCC(=O)NCC3CCCO3)n2)cc1OC (stereo not drawn)	7%	-7%	-3%	?	4	19	-5
COc1ccc(C=NCCC2(O)CC(C)N(C)CC2C)cc1 (stereo not drawn)	2%	-7%	-1%	4%	6	8	6
O=C(Oc1ccc(C(=S)N2CCOCC2)cc1)c1ccc([N+](=O)[O-])cc1	-8%	-10%	-4%	-20%	-4	.	6
CC(CCc1ccccc1)NC(=O)C1CCCN(c2nnc(-n3cccc3)s2)C1 (stereo not drawn)	-1%	55%	15%	?	0	1	-14
CC(C)N1C(=O)C(=O)N(CC(=O)N2c3ccccc3NC(=O)CC2C)C1=O (stereo not drawn)	.	-6%	-26%	0%	.	.	-7
COc1ccc(N2CCN(CC(=O)Nc3sccc3C#N)CC2)cc1	-28%	0%	10%	-13%	7	21	-37
Cc1c(/C=N/NC(=O)CNc2ccccc2)c2ccccn2c1C(=O)c1ccncc1	6%	145%[activator]	-1%	-3%	-2	-3	2
c1cc(-c2nnc(-c3ccncc3)o2)ccn1	6%	-12%	-15%	-7%	-1	14	-7
COc1cccc(/C=C/C(=O)OCC(=O)c2cc(C)n(CC3CCCO3)c2C)c1OC (stereo not drawn)	0%	25%	-27%	-2%	-1	-7	?
CC(CCc1ccccc1)NC(=O)COC(=O)c1ccc(S(C)(=O)=O)c([N+](=O)[O-])c1 (stereo not drawn)	1%	13%	-5%	0%	19	24	-99*
O=C(c1ccc(Cl)c(S(=O)(=O)N2CCCCCC2)c1)N1CCN(c2ccccn2)CC1	4%	67%[activator]	0%	-3%	-2	-2	-81*
Cc1cc(Cl)ccc1NC(=S)NCCCO	-1%	-15%	-8%	1%	-3	6	-30
C[C@@H](CO)[C@H](/C=C/c1ccccc1)CCO[Si](c1ccccc1)(c1ccccc1)C(C)(C)C	0%	.	.	.	13	-3	.
CSc1nc(-c2ccco2)nn1C(=O)c1ccccc1Cl	-5%	-28%	-4%	0%	1	-4	7

3 of these compounds in another layout:
| SMILES | FBPA Giardia inh | AmpC no deterg | AMA1-RON2 inh | AmpC detergent | Cycloheximide cs | Shiga inhibitor | HCMV inh |
| --- | --- | --- | --- | --- | --- | --- | --- |
| OCCCNCc1ccc(Cl)cc1Cl | 0% | -10% | -5% | -3% | -3 | -11 | -3 |
| CSc1nc(-c2ccco2)nn1C(=O)c1ccccc1Cl | -5% | -28% | -4% | 0% | 1 | -4 | 7 |
| COc1ccc(N2CCN(CC(=O)Nc3sccc3C#N)CC2)cc1 | -28% | 0% | 10% | -13% | 7 | 21 | -37 |

(more compounds)
SMILES	FBPA Giardia inh	AmpC no deterg	AMA1-RON2 inh	AmpC detergent	Cycloheximide cs	Shiga inhibitor	HCMV inh
O=C(NC1CCCCC1)Oc1ccccc1	5%	-18%	7%	9%	30*	51	-1
CCN(CC(=O)Nc1sc2c(c1C#N)CCC(C)C2)Cc1nc2ccccc2c(=O)[nH]1 (stereo not drawn)	-20%	-42%	107%[activator]	-17%	9	8	-39
Cc1cccc(C(=O)NC(=S)N2CCN(C)CC2)c1	?	-7%	44%[activator]	0%	4	7	-1
Cc1nn(CC(=O)O)c2ccccc12	5%	-4%	-4%	0%	-1	-23	-8
O=[N+]([O-])c1ccc(C2=NCCO2)cc1	-3%	-2%	-9%	-10%	39*	74*	-5
CCOCC(=O)Nc1nc(C)cc(C)n1	-6%	-17%	-3%	-11%	-7	-4	6
COc1ccc(C2/C=C\CN(CC(C)C)C(C)C(=O)N2Cc2ccc(F)cc2)cc1 (stereo not drawn)	-1%	.	.	.	31*	142*	.
COc1ccc(C(=O)Nc2ccc(Cl)cc2C(=O)N2CCCC(C)C2)cc1OC (stereo not drawn)	6%	22%	-8%	-8%	-4	-8	-34
Cc1ccccc1OCC(=O)Nc1ccncc1	14%	1%	10%	0%	2	40	?
Cc1ccc(OCC(=O)n2nc(C)cc2C)c(C)c1	11%	-14%	5%	?	0	-15	18
Oc1ccccc1N1CCN(C(=S)Nc2ccc(SC(F)F)cc2)CC1	0%	-26%[11.4 µM]	-8%	?	-3	31	?
COC(=O)C1(C(C[N+](=O)[O-])c2ccc(C)cc2)C(=O)NCC1c1ccco1 (stereo not drawn)	4%	47%	-6%	-1%	-2	19	-2
COc1ccc2sc(N(CCCN(C)C)C(=O)c3ccc(S(=O)(=O)N4CCc5ccccc5C4)cc3)nc2c1	.	240%[activator]	?	0%	.	.	-98*
Cc1sc2ncnc(N3CCC(C(=O)Nc4sc5c(c4C(N)=O)CCC(C)C5)CC3)c2c1C (stereo not drawn)	.	-18%	13%	9%	.	.	?
COc1ccc(C(=O)N(CC(=O)NC(C)(C)C)c2ccc3c(c2)OCCO3)cc1OC	-2%	13%	-7%	-10%	14	18	-5
CCOC(=O)N1CCN(C(=O)c2ccc3c(c2)N=C(C)c2cc(Cl)ccc2S3)CC1	-4%	170%[activator]	-8%	-1%	-2	-5	?
COc1ccc(C2=NN3C(C2)c2ccccc2OC32C(=O)N(C)c3ccccc32)cc1 (stereo not drawn)	-11%	-30%	29%	1%	62*	109*	180
Cc1ccc(C)c(NC(=O)N2CCc3ccccc3C2)c1	.	-23%	-3%	0%	42*	78*	28
COc1ccc(C2(CNC(=O)CCC(=O)O)CCCC2)cc1	1%	-7%	10%	2%	0	-11	3
COc1ccc(-c2ccoc2)cc1C1C2C=CCC(C)C2C(=O)N1Cc1ccccc1 (stereo not drawn)	-2%	.	.	.	6	-2	.
Cc1ccc(OCC(=O)NCCNC(=O)c2ccncc2)cc1C	-5%	-10%	-3%	-9%	-1	-8	18
CC(=O)c1sc(N/N=C2\CC3CC2C(C)C3(C)C)nc1C (stereo not drawn)	?	-20%	19%	0%	34*	48*	35
CCOc1nc2cnccc2n(CC(=O)Nc2ccccc2F)c1=O	.	-19%	-6%	?	-9	-4	-10
O=C(N=Nc1c(O)[nH]c2ccccc12)c1cccs1	-13%	-26%	10%	3%	39*	107*	250
COc1cc(NC(=O)COC(=O)CNC(=O)C23CC4CC(CC(C4)C2)C3)cc(OC)c1	.	6%	2%	-3%	.	.	-4
COc1ccc(N(CC(=O)Nc2cccc(C)c2C)S(=O)(=O)c2c(C)[nH]c(=O)[nH]c2=O)cc1	6%	-22%	11%	4%	-1	11	-9
CN1CCN(C(=O)c2ccc(C(F)(F)F)cc2)CC1	-2%	-10%[2.29 µM]	-4%	-14%	-1	-8	-14
O=C(COC(=O)C1CCC1)Nc1cccc(Cl)c1	.	-8%	1%	-18%	.	.	-20
CC(OC(=O)C1CC1C)C(=O)Nc1ccc(Cl)cn1 (stereo not drawn)	.	86%[activator]	-6%	?	.	.	-13
Cc1cccnc1NC(N)=S	-1%	-12%	14%	3%	4	17	-35

Molecules shown so far containing a Cl atom:
SMILES	FBPA Giardia inh	AmpC no deterg	AMA1-RON2 inh	AmpC detergent	Cycloheximide cs	Shiga inhibitor	HCMV inh
OCCCNCc1ccc(Cl)cc1Cl	0%	-10%	-5%	-3%	-3	-11	-3
COCCCNC(=O)CN1CCN(Cc2ccccc2Cl)C1=O	0%	3%	-5%	?	-2	-13	77
N#Cc1ccccc1NC(=O)CNc1ccc(Cl)c(C(F)(F)F)c1	1%	-18%	25%	2%	-2	-8	67
O=C(c1ccc(Cl)c(S(=O)(=O)N2CCCCCC2)c1)N1CCN(c2ccccn2)CC1	4%	67%[activator]	0%	-3%	-2	-2	-81*
Cc1cc(Cl)ccc1NC(=S)NCCCO	-1%	-15%	-8%	1%	-3	6	-30
CSc1nc(-c2ccco2)nn1C(=O)c1ccccc1Cl	-5%	-28%	-4%	0%	1	-4	7
COc1ccc(C(=O)Nc2ccc(Cl)cc2C(=O)N2CCCC(C)C2)cc1OC (stereo not drawn)	6%	22%	-8%	-8%	-4	-8	-34
CCOC(=O)N1CCN(C(=O)c2ccc3c(c2)N=C(C)c2cc(Cl)ccc2S3)CC1	-4%	170%[activator]	-8%	-1%	-2	-5	?
O=C(COC(=O)C1CCC1)Nc1cccc(Cl)c1	.	-8%	1%	-18%	.	.	-20
CC(OC(=O)C1CC1C)C(=O)Nc1ccc(Cl)cn1 (stereo not drawn)	.	86%[activator]	-6%	?	.	.	-13
